RGS7-Gao reg – modulates binding of RGS7 to human Galphao; 220,000 tested, 0.35% active; P09471; binding response (% of control), % at 10 µM; Multiplexed bead flow cytometry; actives lie on both sides; in the data active = binding response below about 49% or above about 150%; inconclusive = no clear call, values can overlap the other calls; inactive = in between;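 note: fluorescent Galphao held in activated GDP-AlF4 state binding bead-coupled RGS7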
Target sequence (P09471 whole entry, looked up): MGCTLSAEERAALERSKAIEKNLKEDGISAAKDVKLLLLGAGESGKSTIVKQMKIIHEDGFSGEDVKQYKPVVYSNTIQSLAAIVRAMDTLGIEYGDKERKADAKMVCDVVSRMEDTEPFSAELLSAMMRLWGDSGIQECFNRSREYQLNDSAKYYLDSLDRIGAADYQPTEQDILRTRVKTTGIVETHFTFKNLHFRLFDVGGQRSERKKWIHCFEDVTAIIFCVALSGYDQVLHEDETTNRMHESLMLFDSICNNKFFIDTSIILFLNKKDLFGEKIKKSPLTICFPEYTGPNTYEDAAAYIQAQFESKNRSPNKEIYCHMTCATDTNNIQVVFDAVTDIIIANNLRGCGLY
Bcl-B Bim block – human Bim-Bcl-B interaction inhibition. Q9HD36. inhibition, % at 10 µM. bead-based flow cytometry, Bim peptide-Bcl-B binding. 190,000 tested, 0.073% active. AID 951;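 note: 0% = tracer peptide without compound and 100% = reference inhibitor peptide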
Bim-Bcl-XL – inhibitors of Bim-Bcl-XL interaction, human | Bim peptide-Bcl-XL binding, bead flow cytometry, fluorescence | 190,000 tested, 0.04% active | Q07817 | inhibition, % at 10 µM
Target sequence (Q07817 whole entry, looked up): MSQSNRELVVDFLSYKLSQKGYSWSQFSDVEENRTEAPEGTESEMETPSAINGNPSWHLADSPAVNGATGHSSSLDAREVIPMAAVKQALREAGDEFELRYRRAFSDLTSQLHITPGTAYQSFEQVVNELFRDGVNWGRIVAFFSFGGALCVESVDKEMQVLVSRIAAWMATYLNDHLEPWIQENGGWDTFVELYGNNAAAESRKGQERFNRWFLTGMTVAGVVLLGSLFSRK
Mcl1-Bid inh – disrupts binding of human Mcl-1 to Bid peptide; TR-FRET Mcl-1/Bid-Dy647 peptide binding, 1536-well; 220,000 tested, 0.97% active; inhibition, % at 21.7 µM;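 active = compounds that cut the binding signal by more than half at the single screening dose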;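 note: His-tagged Mcl-1 with europium anti-His antibody binding Bid BH3 peptide; 0% = Mcl-1 plus peptide wells and 100% = peptide-only wells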
Mcl-1 Bim block – disrupts Bim peptide binding to human Mcl-1; AID 1009; Bead-based flow cytometry, Bim peptide-Mcl-1 binding; Q07820; inhibition, % at 10 µM; 190,000 tested, 0.1% active;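 note: 0% = no compound tracer wells and 100% = peptide blocker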
GSH bead fluor – GSH bead compound fluorescence profile | GSH beads flow cytometry, compound fluorescence 488/530 nm; stronger effect = higher value | fluorescence (KMESF) at 10 µM | 190,000 tested, 0.25% active; in the data active = fluorescence above about 89;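 note: glutathione beads carrying GST-tagged Bcl family fusion proteins plus one bare bead set; values are compound well signal with DMSO vehicle wells as background; inactives centre near 16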
RGS4-Gao reg – human RGS4-Galphao interaction regulation. P09471. Multiplexed bead flow cytometry, RGS4-Galphao binding; actives lie on both sides. binding response (% of control), % at 10 µM. 220,000 tested, 0.33% active; in the data active = binding response below about 49% or above about 150%; inactive = in between;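 note: fluorescent Galphao activated with aluminum fluoride binding bead-coupled RGS4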
Bim-Bcl-2 – inhibitors of Bim-Bcl-2 interaction, human; P10415; Bead-based flow cytometry, Bim peptide-Bcl-2 binding; inhibition, % at 10 µM; 190,000 tested, 0.06% active; in the data active = inhibition above about 40%; inconclusive = no clear call, values can overlap the other calls;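 note: 0% = no compound wells with probe peptide and 100% = reference peptide inhibitor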
Target sequence (P10415 whole entry, looked up): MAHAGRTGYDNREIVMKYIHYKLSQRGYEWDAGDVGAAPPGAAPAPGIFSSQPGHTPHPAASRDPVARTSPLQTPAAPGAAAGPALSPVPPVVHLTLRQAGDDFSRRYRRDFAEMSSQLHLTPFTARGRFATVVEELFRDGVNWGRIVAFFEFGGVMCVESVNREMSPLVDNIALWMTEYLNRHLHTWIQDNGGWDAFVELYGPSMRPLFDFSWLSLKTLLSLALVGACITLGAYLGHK
RGS8-Gao reg – regulators of human RGS8-Galphao interaction; multiplexed bead flow cytometry, RGS8-Galphao binding; actives lie on both sides; response (percent of control binding), % at 10 µM; 220,000 tested, 0.34% active; P09471; in the data active = response below about 60% or above about 140%; inactive = in between;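 note: Galphao activated as the GDP aluminium fluoride complex binding bead-coupled RGS8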
Bcl-W Bim block – inhibitors of Bim-Bcl-W interaction, human; bead-based flow cytometry, Bim peptide-Bcl-W binding; Q92843; inhibition, % at 10 µM; AID 952; 190,000 tested, 0.02% active;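 note: 0% = bound tracer without compound and 100% = peptide blocker; higher means less fluorescent Bim peptide bound to Bcl-W beads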
Target sequence (Q92843 whole entry, looked up): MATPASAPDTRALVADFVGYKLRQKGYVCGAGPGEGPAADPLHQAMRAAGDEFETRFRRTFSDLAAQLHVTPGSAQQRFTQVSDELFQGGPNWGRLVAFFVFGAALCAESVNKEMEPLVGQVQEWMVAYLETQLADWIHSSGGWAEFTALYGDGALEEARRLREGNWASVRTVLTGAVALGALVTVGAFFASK
Bfl-1 Bim block – disrupts Bim binding to human Bfl-1; Q16548; Bead-based flow cytometry, Bim-Bfl-1 binding inhibition; inhibition, % at 10 µM; 190,000 tested, 0.12% active; AID 1008;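 note: 0% = wells without compound plus tracer and 100% = blocker peptide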
* hit, by the source's call; ? = inconclusive. Cut-off read from the data, not from the text of the source, unless noted: active = inhibition above about 40%. Hits appear at their usual frequency (roughly 1.8% active in at least one column).

structure,RGS8-Gao reg,Bcl-B Bim block,Mcl1-Bid inh,Bfl-1 Bim block,RGS4-Gao reg,GSH bead fluor,Bim-Bcl-2,Mcl-1 Bim block,Bim-Bcl-XL,RGS7-Gao reg,Bcl-W Bim block
CNC(=S)NC1CC2CCCC(C1)N2Cc1ccc(C)cc1 (configuration not stated),101,-5,-58,-5,98,24,-1,0,0,98,0
O=C(CSc1nc(-c2ccccc2)nc2ccccc12)Nc1nccs1,100,0,2,0,101,13,1,-1,0,100,0
Cc1ccc(-c2nnn(CC(=O)Nc3ccc(S(=O)(=O)N4CCC(C)CC4)cc3)n2)cc1,99,0,17,-1,103,10,0,-2,-2,106,2
COc1cccc(-c2noc(CCCC(=O)N3CCOCC3)n2)c1,98,-2,-27,-9,95,23,-3,0,0,102,-1
O=C(O)C1CCCCC1C(=O)Nc1cnn(Cc2ccccc2)c1 (configuration not stated),102,-7,-38,-12,107,60,-7,-2,0,102,3
CC(C)c1cc(C(=O)O)n[nH]1,109,-4,32,-2,110,15,2,6,0,106,2
CCSC1=C(C#N)C2(CCCCC2)C(C#N)=C(N)N1,96,0,-58,1,97,5,-1,-4,-5,98,-1
COc1ccc(C2CC(c3cccs3)=NN2C(=S)Nc2ccccc2)cc1OC (configuration not stated),105,-12,23,1,104,10,-5,-4,-4,101,-7
CCSc1nc2ccccc2c(=O)n1Cc1ccc(F)cc1,100,-1,-19,-6,97,11,0,-1,-1,98,-1
Cn1[nH]c(CSc2ccc(Cl)cc2)cc1=O,102,3,-21,6,99,11,5,2,2,?,-2
COc1ccc(/C=N/Nc2ncccc2[N+](=O)[O-])c(OC)c1,92,-8,-11,-2,87,14,0,-2,-1,89,-3
CN(C)S(=O)(=O)c1cccc(C(=O)NCCc2ccccc2)c1,86,-3,-16,-3,92,20,-5,-3,-1,92,-2
COc1ccc(OC)c(NC(=O)C(C)Oc2ccc(Br)cc2)c1 (configuration not stated),100,-2,-15,-5,103,15,-1,-1,0,?,-2
Cc1cccc(C(=O)NC(=S)NNC(=O)Cc2ccccc2)c1,103,-13,-119,1,99,13,-1,-3,-7,99,0
CCn1c(NC(=S)Nc2ccccc2)nc2ccccc21,101,-2,-53,0,102,20,-1,-4,-2,101,-4

Rewritten with the structure last: part of the list above.
RGS8-Gao reg	Bcl-B Bim block	Mcl1-Bid inh	Bfl-1 Bim block	RGS4-Gao reg	GSH bead fluor	Bim-Bcl-2	Mcl-1 Bim block	Bim-Bcl-XL	RGS7-Gao reg	Bcl-W Bim block	Structure
102	-7	-38	-12	107	60	-7	-2	0	102	3	O=C(O)C1CCCCC1C(=O)Nc1cnn(Cc2ccccc2)c1 (configuration not stated)
109	-4	32	-2	110	15	2	6	0	106	2	CC(C)c1cc(C(=O)O)n[nH]1

Other entries.
structure,RGS8-Gao reg,Bcl-B Bim block,Mcl1-Bid inh,Bfl-1 Bim block,RGS4-Gao reg,GSH bead fluor,Bim-Bcl-2,Mcl-1 Bim block,Bim-Bcl-XL,RGS7-Gao reg,Bcl-W Bim block
Cc1cccc(Nc2nc(N)nc(CN3CCN(c4ccccc4)CC3)n2)c1,101,-7,-18,-8,100,23,-14,0,-5,97,-3
COc1cc2c(cc1OC)C(C1C(=O)CCCC1=O)N(C(=O)CCl)CC2 (configuration not stated),104,-3,-48,0,104,6,-2,0,-3,100,0
COc1ccc(-c2nc(CS(=O)CC(=O)N3CCCC3)c(C)o2)cc1 (configuration not stated),102,-6,-25,-9,103,20,-1,0,-2,102,1
O=C(CP(=O)(O)CC(=O)c1ccccc1)c1ccccc1,109,-3,9,-10,108,13,-7,-3,-2,109,-4
COc1ccc(OC)c(NC(=O)c2cnn(-c3ccccc3Cl)c2NC(=O)c2ccco2)c1,102,-3,-62,-19,102,32,-5,0,-5,103,-2
O=C(N/N=C/c1sc(N2CCCCC2)nc1-c1cccs1)c1cccnc1,99,-4,-38,0,104,15,3,1,2,124,2
CC(NC(=O)NC1CCCCC1)C(c1cccs1)N1CCN(c2ccccc2)CC1 (configuration not stated),102,-8,92*,-7,96,28,-7,0,-3,94,0
O=C1CCC(=O)N1OCCOc1ccc(Cl)c2ccccc12,101,-11,-5,-9,99,18,-10,-4,-7,?,-3
CCN(C(=O)CN1CCOCC1)C1(C)C(=O)c2ccccc2C1=O,98,2,-4,-2,102,7,0,0,0,97,-2
COC(CN(C(=O)CCl)C(C(=O)NC1CCCCC1)c1ccccc1C)OC (configuration not stated),103,-3,-7,-16,96,14,-4,-1,-7,96,-2
Cc1ccc2cc(CN(CC3CCCO3)C(=O)Nc3ccccc3F)c3nnnn3c2c1 (configuration not stated),105,-1,-8,0,104,12,2,0,-2,104,1
CC(Sc1ccc(S(=O)(=O)N2CCOCC2)cc1[N+](=O)[O-])C(=O)O (configuration not stated),104,0,-26,0,99,4,2,1,2,98,2
CCc1ccc(CNc2ccc(N3CCN(C(C)=O)CC3)cc2)cc1,104,7,-18,7,104,12,1,1,2,105,6
CCCn1c(=O)c2ccccc2n2c(SCc3nc4ccccc4s3)nnc12,97,-10,-10,-5,93,34,-1,-7,-4,100,-1
Cc1ccccc1NS(=O)(=O)c1cc(OCC(N)=O)c(C)cc1Cl,98,-5,-39,-4,98,17,-2,-2,-1,94,2
O=C(/C=C/c1ccccc1)N1c2ccccc2Sc2ccc(C(F)(F)F)cc21,109,-4,13,-13,102,11,-6,1,0,105,0
C/C=C(\C)CN1CCN(c2ccccc2)CC1,96,0,45,-1,100,12,-6,-2,-5,96,-2
COC(=O)c1cc(Sc2cccc(Cl)c2Cl)ccn1,100,-4,-6,-4,101,15,-1,-3,-1,94,-1
Cc1ccccc1NC(=O)NCCc1c[nH]c2ccccc12,98,-1,-52,-6,100,23,2,0,0,96,3
CCOC(=O)C1CCCN(C(=O)c2cnn3c(C(F)F)cc(-c4ccc(C)cc4)nc23)C1 (configuration not stated),100,-4,-14,-12,99,22,-7,1,-18,96,0
Cc1nc2c(C)cccc2cc1C(=O)N/N=C/c1cccc([N+](=O)[O-])c1,99,-7,-12,-6,99,15,-13,-3,-6,105,-2
CCc1nnc(NC(=O)CSc2nc3c(c(=O)n2C)SC(C)C3)s1 (configuration not stated),106,-7,-18,-9,104,27,-7,-2,-5,107,1
O=C(NN=C1CCCC1)c1ccccc1OCCOc1ccccc1,104,1,7,-2,108,20,0,2,3,103,0
Cc1ccc2nc(NC(=O)Cn3cc4c(n3)CCCCC4)sc2c1,102,-9,2,-13,101,14,-8,-4,-10,102,-6
CC(C)c1ccc(N=c2c([N+](=O)[O-])nn(-c3ccc4c(c3)OCCO4)n2O)cc1,101,-4,-6,0,101,8,0,-2,-2,98,0
Clc1ccc(C2=NNC(=NCC3CCCO3)SC2)cc1 (configuration not stated),98,-23,0,-6,99,19,-6,-11,-13,100,-8
O=C(/C=C/c1ccc(Br)cc1)NCc1cccs1,100,-1,6,-13,99,9,-24,-2,0,101,0
Cc1nnc(SCC(=O)NCC(=O)Nc2ccc(F)c(F)c2F)n1Cc1ccccc1,98,0,-27,3,94,12,-3,-3,-4,?,-4
Cc1ccc(-c2cn3c(n2)SCC3)cc1,101,-1,-68,-1,92,11,0,0,-2,104,-1
CCC(=O)N1CCN(c2cc(C)ccc2C)CC1,96,-2,-32,-3,94,21,-4,0,0,101,-1

By substructure, the entries above with an aryl methoxy group
structure,RGS8-Gao reg,Bcl-B Bim block,Mcl1-Bid inh,Bfl-1 Bim block,RGS4-Gao reg,GSH bead fluor,Bim-Bcl-2,Mcl-1 Bim block,Bim-Bcl-XL,RGS7-Gao reg,Bcl-W Bim block
COc1cccc(-c2noc(CCCC(=O)N3CCOCC3)n2)c1,98,-2,-27,-9,95,23,-3,0,0,102,-1
COc1ccc(C2CC(c3cccs3)=NN2C(=S)Nc2ccccc2)cc1OC (configuration not stated),105,-12,23,1,104,10,-5,-4,-4,101,-7
COc1ccc(/C=N/Nc2ncccc2[N+](=O)[O-])c(OC)c1,92,-8,-11,-2,87,14,0,-2,-1,89,-3
COc1ccc(OC)c(NC(=O)C(C)Oc2ccc(Br)cc2)c1 (configuration not stated),100,-2,-15,-5,103,15,-1,-1,0,?,-2
COc1cc2c(cc1OC)C(C1C(=O)CCCC1=O)N(C(=O)CCl)CC2 (configuration not stated),104,-3,-48,0,104,6,-2,0,-3,100,0
COc1ccc(-c2nc(CS(=O)CC(=O)N3CCCC3)c(C)o2)cc1 (configuration not stated),102,-6,-25,-9,103,20,-1,0,-2,102,1
COc1ccc(OC)c(NC(=O)c2cnn(-c3ccccc3Cl)c2NC(=O)c2ccco2)c1,102,-3,-62,-19,102,32,-5,0,-5,103,-2

Entries listed so far that have a COOH group:
structure,RGS8-Gao reg,Bcl-B Bim block,Mcl1-Bid inh,Bfl-1 Bim block,RGS4-Gao reg,GSH bead fluor,Bim-Bcl-2,Mcl-1 Bim block,Bim-Bcl-XL,RGS7-Gao reg,Bcl-W Bim block
O=C(O)C1CCCCC1C(=O)Nc1cnn(Cc2ccccc2)c1 (configuration not stated),102,-7,-38,-12,107,60,-7,-2,0,102,3
CC(C)c1cc(C(=O)O)n[nH]1,109,-4,32,-2,110,15,2,6,0,106,2
CC(Sc1ccc(S(=O)(=O)N2CCOCC2)cc1[N+](=O)[O-])C(=O)O (configuration not stated),104,0,-26,0,99,4,2,1,2,98,2

Next part.
structure,RGS8-Gao reg,Bcl-B Bim block,Mcl1-Bid inh,Bfl-1 Bim block,RGS4-Gao reg,GSH bead fluor,Bim-Bcl-2,Mcl-1 Bim block,Bim-Bcl-XL,RGS7-Gao reg,Bcl-W Bim block
CCOc1ccc(/C=N/Nc2ccc(C(F)(F)F)cc2[N+](=O)[O-])cc1O,103,2,-2,8,100,19,3,1,0,100,3
COc1ccc(NC(=O)COC(=O)c2ccc(O)cc2)c([N+](=O)[O-])c1,102,-6,-15,-9,104,56,-5,0,-3,106,0
CNC(=O)CN1C(=O)C2C3C=CC(C3)C2C1=O (configuration not stated),101,-5,-35,-9,100,39,-6,8,2,98,3
C=CCn1c(SCC(=O)O)nnc1-c1cccc(Cl)c1,103,-3,-42,-12,100,53,-5,2,-5,99,2
Cc1cccc(C(=O)Nc2ccc(CC(=O)O)cc2)c1,101,0,-10,-3,100,16,0,-1,-2,101,-2
Cn1c(N)c(C(=O)COC(=O)CCC2CCCC2)c(=O)n(C)c1=O,99,0,-11,-7,98,12,-5,-3,-2,100,1
CCCC(c1nnnn1C(C)(C)CC)N1CCN(C2CCCC2)CC1 (configuration not stated),103,0,-9,2,123,8,3,0,-3,118,0
N#Cc1cccc(C#N)c1N1CCC(C#N)CC1,103,-3,-4,-2,90,14,0,-1,-2,90,0
N=C(N)SCc1ccccc1Cl,100,-3,-13,1,99,9,2,1,-1,103,-1
COCCNC(=O)Cn1nc(C)c([N+](=O)[O-])c1C,99,-5,-28,-7,98,11,-6,3,-4,96,-1
COc1ccc(CN2CCCCC2C)c(C)c1C (configuration not stated),96,-5,4,-10,92,35,-4,0,-2,88,-2
O=C(CSc1nc2ccccc2c(=O)n1-c1ccccc1)NCc1ccc2c(c1)OCO2,97,-5,-51,-3,102,12,-5,-3,-4,103,-4
CCOc1ccc(CC(C(N)=O)C(N)=O)cc1,100,-6,-17,-8,99,12,-3,-4,-2,?,-6
